# Screening results: PubChem BioAssay, The Scripps Research Institute Molecular Screening Center
# TEAD-YAP inh = TEAD-YAP interaction inhibition; HEK-TIYL cells, TEAD-Gal4/YAP UAS-luciferase luminescence; inhibition, % at 9.12 µM; 640,000 compounds, 1.4% hits; AID 1259422; in the data active = inhibition above about 32%;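 also: 0% = median of test compound wells and 100% = reference inhibitor wells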
# GPR151 ag = activators of human GPR151; Q8TDV0; PathHunter beta-arrestin GPR151 cells, luminescence; activation, % at 11.2 µM; 650,000 compounds, 1% hits; AID 1508602; in the data active = activation above about 4.9%;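 also: 0% = median of compound wells and 100% = cells with positive control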
# Target sequence (Q8TDV0 whole entry, looked up): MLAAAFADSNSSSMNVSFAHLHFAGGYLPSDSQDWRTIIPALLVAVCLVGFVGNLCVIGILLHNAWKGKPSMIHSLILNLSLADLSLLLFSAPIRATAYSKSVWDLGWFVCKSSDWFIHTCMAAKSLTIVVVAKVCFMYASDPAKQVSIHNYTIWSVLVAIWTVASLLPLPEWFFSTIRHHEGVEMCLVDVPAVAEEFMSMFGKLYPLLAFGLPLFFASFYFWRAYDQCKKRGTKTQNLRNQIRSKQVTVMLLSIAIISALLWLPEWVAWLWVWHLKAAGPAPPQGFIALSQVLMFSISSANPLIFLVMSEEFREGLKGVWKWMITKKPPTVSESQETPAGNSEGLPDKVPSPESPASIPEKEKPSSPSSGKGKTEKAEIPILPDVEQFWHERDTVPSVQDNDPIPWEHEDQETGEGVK
# FBW7 act = human FBW7 E3 ligase activation, primary screen; AlphaScreen FBW7–phospho-cyclin E peptide binding, activator screen; normalized activity (activation), % at 26.1 µM; Q969H0; 650,000 compounds, 0.13% hits; in the data active = normalized activity above about 1.9%;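 also: purified mutant Fbw7 with reduced substrate affinity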
# Target sequence (Q969H0 whole entry, looked up): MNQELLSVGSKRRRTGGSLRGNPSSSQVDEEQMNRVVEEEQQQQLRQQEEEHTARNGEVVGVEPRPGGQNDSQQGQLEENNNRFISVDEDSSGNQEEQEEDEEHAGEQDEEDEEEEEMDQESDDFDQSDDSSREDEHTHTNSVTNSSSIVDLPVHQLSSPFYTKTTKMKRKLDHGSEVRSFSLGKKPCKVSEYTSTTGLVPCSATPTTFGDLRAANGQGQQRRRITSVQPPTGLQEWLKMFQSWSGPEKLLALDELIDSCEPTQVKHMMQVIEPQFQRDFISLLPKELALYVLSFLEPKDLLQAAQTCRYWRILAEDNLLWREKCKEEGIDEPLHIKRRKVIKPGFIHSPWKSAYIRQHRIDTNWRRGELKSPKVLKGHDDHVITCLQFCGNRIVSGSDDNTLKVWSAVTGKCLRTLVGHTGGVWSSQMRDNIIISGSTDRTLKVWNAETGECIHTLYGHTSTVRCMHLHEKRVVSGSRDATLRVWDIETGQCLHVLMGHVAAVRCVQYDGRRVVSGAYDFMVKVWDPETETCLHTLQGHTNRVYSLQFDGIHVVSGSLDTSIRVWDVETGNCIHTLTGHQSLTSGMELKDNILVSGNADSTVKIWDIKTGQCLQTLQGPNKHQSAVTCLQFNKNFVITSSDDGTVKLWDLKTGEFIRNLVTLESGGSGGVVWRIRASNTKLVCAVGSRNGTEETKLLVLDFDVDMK
# MITF primary = human MITF inhibition, primary screen; O75030; AlphaScreen MITF homodimerization, bead proximity signal; inhibition, % at 2.6 µM; 650,000 compounds, 0.91% hits; AID 1259374; in the data active = inhibition above about 50%;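 also: 0% = vehicle wells with protein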
# The depositor's hits bear a star. This is a random part of the collection. Share with any hit: about 3.4%.
# Results follow in this order: TEAD-YAP inh, GPR151 ag, FBW7 act, MITF primary
- COc1ccc(C(=O)OCC(=O)NCC2CCCO2)cc1[N+](=O)[O-] (configuration not stated)
  6, 0.2, 0.3, 4
- Cc1c(Br)c([N+](=O)[O-])nn1CCCC(=O)Nc1ccc(C#N)cc1
  10, -0.4, 0.1, -13
- O=C(c1nc2sccn2c1CN1CCC(Oc2cccnc2)CC1)N1CCCC1
  0, -0.8, 0.1, -1
- COc1ccccc1NC(=O)c1ccc2c(c1)C(=O)N(N1C(=O)c3ccccc3C1=O)C2=O
  0, 0.4, 0.9, 10
- Cc1sc2nc(C3CC3)n(C3CCN(CC(=O)N4CCCCCC4)CC3)c(=O)c2c1C
  6, 1.3, 0.0, -9
- COc1ccc(-n2cc(-c3ccccc3)nc2SCC(=O)c2ccccc2)cc1
  -8, -0.2, -0.1, 9
- COc1ccc2nc(Cl)c(CNC3CCCC3)cc2c1
  8, 1.2, 0.1, -9
- Cc1sc(NC(=O)CN(C(=O)c2cccs2)C2CCCCC2)c(C(N)=O)c1C
  -3, -1.2, 0.6, 12
- CCN(CC)S(=O)(=O)c1ccc(Br)c(OC)c1
  -1, 1.9, 0.1, 0
- Cc1cn(C(=O)c2ccc(Cl)cc2Cl)c(C)n1
  1, 1.1, -0.1, -3
- CCOC(=O)c1cc([N+](=O)[O-])sc1NC(=O)c1ccc(S(=O)(=O)N2CC(C)CC(C)C2)cc1 (configuration not stated)
  7, 0.8, 0.9, 18
- O=C(NC1CCCCC1)C(c1ccncc1)N(C(=O)c1csnn1)c1ccc(F)cc1 (configuration not stated)
  -3, 0.5, 0.0, -8
- Cc1ccc(-n2ncc3c(N4CCN(c5ccccc5Cl)CC4)ncnc32)c(C)c1
  6, 3.9, -0.1, 2
- O=C(NCCCN1CCOCC1)c1ccc(Sc2ccc(F)cc2)c([N+](=O)[O-])c1
  -10, 0.0, -0.1, 1
- COc1ccc(Cl)cc1C(=O)Nc1c2c(nn1-c1cccc(C)c1)CSC2
  4, -0.9, 0.1, -3
- CCCCN(C)S(=O)(=O)c1ccc(F)c(C(=O)Nc2ccc(Cl)cc2)c1
  -1, 0.2, 0.7, 10
- CCC(=O)c1cnc(NC(N)=S)[nH]c1=O
  6, -0.8, -0.1, 2
- CCOc1ccc(NC(=O)C(=O)NCCN2CCN(Cc3ccc(F)cc3)CC2)cc1
  14, -1.0, 0.2, 15
- CC(=O)N1c2ccccc2NC2=C(C(=O)CC(c3ccccc3F)C2)C1c1ccccc1 (configuration not stated)
  3, 1.5, -0.1, -3
- O=C(Cc1nc(-c2cc3ccccc3oc2=O)cs1)Nc1ccccc1
  2, 1.3, -0.2, 2
- c1ccc(Cc2nc(-c3ccncc3)no2)cc1
  -2, -0.9, 0.0, 3
- Cc1cccc(C2C=C(c3ccc(Br)s3)Nc3ncnn32)c1 (configuration not stated)
  -4, 2.3, 0.0, -1
- Fc1ccccc1N1CCN(c2ncnc3c2c(-c2ccccc2)cn3-c2ccc(Cl)cc2)CC1
  0, -1.3, -0.1, 6
- COC(=O)CSc1nc(C)nc2c1c(=O)n(C)c(=O)n2C
  7, -0.5, 0.1, 15
- CCOC(=O)CSc1nc2sc3c(c2c(=O)n1-c1ccc(C)cc1)CC(C)(C)OC3
  12, -0.8, -0.1, 4
- Cc1ccc(NC(=O)Cn2c(=O)n(Cc3ccc4c(c3)OCO4)c(=O)c3ccccc32)cc1
  1, -0.4, 0.1, 3
- O=[N+]([O-])c1cccc(/C=N/Nc2ccccn2)c1O
  78*, 4.2, -0.3, 94*
- CSCCC(NS(=O)(=O)c1ccc2ccccc2c1)C(=O)NCCc1ccccn1 (configuration not stated)
  -4, 0.0, 0.5, 23
- Cc1c(Br)c([N+](=O)[O-])nn1CC(=O)N1CCCCC1
  6, -1.3, -0.1, -10
- CCOc1ccccc1-n1c(=S)sc2c(=O)n(-c3ccccc3F)c(SCC(=O)c3ccccc3)nc21
  -8, -1.4, 0.4, -2
- COc1ccccc1NC(=O)c1cc2c3c(sc2nc1N)CN(C)CC3
  -4, -0.2, 0.1, -1
- COc1ccccc1NC(=O)CC(NCCC1=CCCCC1)C(=O)O (configuration not stated)
  1, 0.6, 0.4, 5
- CN1CCN(C(=O)c2ccc(-c3cncc(C(=O)Nc4ccccc4)c3)cc2)CC1
  -1, 0.2, -0.1, 2
- C[C@H](NC(=O)N[C@H]1C[C@H]2C(=O)N[C@@H](CSCc3ccccc3)C(=O)N2C1)c1ccccc1
  1, -1.3, 0.3, -11
- COc1ccc(NC(=O)C(=O)NCCCN2CCOCC2)cc1
  -11, 0.8, -0.1, -2
- COc1cccc(-n2nnc(-c3nc(-c4ccc(Cl)cc4)no3)c2N)c1
  -2, 1.4, 0.0, 4
- CCC1CCc2c(sc(NC(=O)c3ccc([N+](=O)[O-])c(C)c3)c2C(N)=O)C1 (configuration not stated)
  -1, -0.3, 0.1, -1
- CCC(C(=O)Nc1ccc(C)cc1[N+](=O)[O-])c1ccccc1 (configuration not stated)
  -13, -0.7, -0.5, 13
- CCc1ccc(CN(C)C(=O)CCc2nnc(Cc3cccc(C)c3)o2)nc1
  -1, -0.7, 0.1, 9
- O=C1CSC(c2cccc(Br)c2)N1c1ccc(Cl)c(Cl)c1 (configuration not stated)
  -25, -0.6, 0.1, 6
- Cc1cc(=O)n2nc(-c3ccc([N+](=O)[O-])cc3)sc2n1
  -4, -0.4, -0.1, -6
- Cc1cccc2c1CC(C)(C)NC2=S
  4, -0.8, -0.2, 5
- Cn1cc(-c2cc(Nc3ccc(-n4cncn4)cc3)ncc2Cl)cn1
  -24, 1.7, -0.1, -5
- COc1ccc(S(=O)(=O)NCc2csc(C)n2)cc1OC
  7, 0.8, 0.1, -6
- CCc1cccc(OCCCCNCCN)c1
  -2, -0.1, -0.1, 6
- CCNc1nc(-c2cc(C)n(Cc3ccco3)c2C)cs1
  -2, 2.5, -0.1, 1
- COc1cc(NC(=O)c2cccc([N+](=O)[O-])c2)ccc1NC(=O)c1ccco1
  1, 0.6, 0.1, -3
- CCCc1nnc2sc(NC(=O)CC(C)C)nn12
  2, 3.4, 0.0, -13
- CCOC(=O)c1c(C)n(S(=O)(=O)c2ccc(Cl)cc2)c2ccc(NS(=O)(=O)c3ccc(Cl)cc3)cc12
  -6, 1.0, -0.2, -7
- O=C1c2cccc3cccc(c23)C(=O)N1CCCN(C(=O)C12CC3CC(CC(C3)C1)C2)c1cccc(F)c1
  -2, -1.0, 0.0, 49

# New compounds follow:
# Results follow in this order: TEAD-YAP inh, GPR151 ag, FBW7 act, MITF primary
- O=C(Nc1nnc(-c2ccc3c(c2)CCCC3)o1)c1ccccc1
  9, -1.1, -0.1, 20
- COc1cc(/C=N/NC(=O)c2nonc2N)cc2sc(=O)oc12
  2, -0.6, -0.7, 9
- CCOC(=O)C(C)Oc1ccc(C=O)cc1Br (configuration not stated)
  -5, 0.8, 0.1, -6
- COc1ccc(Cl)cc1N(C)C(=O)NCc1noc2ccccc12
  -1, -1.2, 0.6, 3
- CCOC(=O)c1c(NC(=O)C2CC3CCC2C3)sc(C(N)=O)c1C (configuration not stated)
  -9, -2.2, 0.7, 11
- COc1ccc(CCNC(=O)c2csc(Oc3ccccc3)n2)cc1
  -5, -0.8, -0.1, -6
- Nc1c(-c2nc(-c3ccccc3F)no2)nnn1-c1ccccc1F
  -9, 1.0, 0.0, 1
- CC1(C)CC(=O)C(C(C2=C(O)CC(C)(C)CC2=O)c2ccc(C(C3=C(O)CC(C)(C)CC3=O)C3C(=O)CC(C)(C)CC3=O)cc2)C(=O)C1 (configuration not stated)
  0, 0.3, -0.1, 10
- COc1ccc(Br)cc1C1=N/C(=C\C=C\c2ccccc2)C(=O)O1
  2, 0.2, 0.0, 3
- COc1ccc(CCNC(=O)CN(c2ccc(Cl)cc2)S(=O)(=O)c2ccc(OC)cc2)cc1
  -7, 0.7, -0.1, -1
- C=CCOc1ccc(/C(O)=C2\C(=O)C(=O)N(c3nc(C)c(C(=O)OCC)s3)C2c2ccc(OC)c(OC)c2)c(C)c1 (configuration not stated)
  -2, 0.2, -0.1, 1
- O=C(O)c1ccc2c(c1)C(=O)N(c1cc(C(=O)O)ccc1Cl)C2=O
  -1, 1.4, 0.0, -2
- COc1ccc2ccc(OC)c(/C=C3/NC(=O)N(Cc4ccc(Br)cc4)C3=O)c2c1
  1, 0.0, 0.0, 5
- CCC(=O)Nc1ccc(C(=O)Nc2ccc(Cl)cc2C(=O)O)cc1
  3, 2.2, 0.2, -16
- O=C(CSc1c2c(nc3ccccc13)CCCC2)NCCN1CCOCC1
  2, 0.1, -0.4, 2
- CCOC(=O)C1=C(C)N=c2s/c(=C/c3cc(C)n(C)c3C)c(=O)n2C1c1ccccc1 (configuration not stated)
  4, -0.8, -0.1, -12
- CC12N=NCC1C(=O)N(c1ccc(Cl)cc1)C2=O (configuration not stated)
  8, 1.9, 0.7, 13
- CC1=C(C(=O)Nc2ccccn2)C(c2ccc(Cl)cc2Cl)n2ncnc2N1 (configuration not stated)
  -50, -1.4, -0.1, -8
- CCOC(=O)N1CCN(C(=O)c2ccc3c(=O)n(-c4ccccc4)c(=S)[nH]c3c2)CC1
  9, -0.9, 0.0, 12
- CCOc1ccc(N2CC(O)(c3cccs3)[N+]3=C2CCCC3)cc1 (configuration not stated)
  -5, -1.8, 0.0, -3
- Cc1cc(C(=O)N2CCOCC2)n(CC(=O)N2CCN(c3cc(Cl)ccc3C)CC2)n1
  4, -1.7, 0.2, 11
- O=C(COc1ccccc1)Nc1ccccc1
  -46, 3.2, 0.0, 2
- CC(=O)c1c(C)[nH]c(C(=O)CSc2ccccc2)c1C
  -60, 2.6, 0.1, 6
- COC(=O)c1sc2ccccc2c1NC(=O)c1cc(Cl)sc1Cl
  -1, -0.2, 0.0, 3
- COc1ccc(C2(CNC(=O)c3ccc(F)cc3)CCCC2)cc1OC
  6, 2.1, 0.0, -15
- Cc1cc(C(=O)NNC(=O)CCCCC(=O)NNC(=O)c2cc(C)[nH]n2)n[nH]1
  12, -0.8, 0.1, 1
- Cc1cccc(CNC(=O)C2CC23CCN(Cc2ccc(Oc4ncccn4)cc2)CC3)n1 (configuration not stated)
  1, 1.2, 0.1, 15
- CCOC(=O)C1CCCN(Cc2nc(N3CCCC3)c3cc(OC)c(OC)cc3n2)C1 (configuration not stated)
  0, -0.3, -0.3, 3
- O=C(NCCO)c1ccc2nc(NCc3ccc4c(c3)OCO4)sc2c1
  -15, 0.5, 0.0, 3
- Cc1cccc(C=Nc2ccc3[nH]ncc3c2)c1O
  9, 0.0, -0.6, 5
- COc1ccc2[nH]c3c(c2c1)CCCC3O (configuration not stated)
  12, 3.7, -0.1, -3
- COc1ccc(CNC(=O)c2c[nH]c3c(c(C)nn3-c3ccccc3)c2=O)cc1
  -4, -0.8, 0.2, -7
- CC(C)(C)n1ncc2c(=O)n(CC(=O)Nc3cccc4ccccc34)cnc21
  -3, 1.0, 1.1, 6
- COCCCNC(=O)/C=C/c1c(Cl)cccc1Cl
  -11, -0.1, -0.1, -15
- Cc1nn(-c2ccccc2)c(N)c1-c1ccccc1
  -29, -1.2, 0.0, 2
- COc1ccc(OC)c(-n2c(CNC(=O)c3cccs3)nnc2SCC(=O)Nc2nnc(C)s2)c1
  -14, 1.4, -0.1, -6
- COC(=O)c1ccc(CN2CC[C@H]3[C@H](CCC(=O)N3Cc3ccc(OC)cc3)C2)cc1
  -3, 1.1, -0.1, 2
- CCOc1ccc(-c2nnc(SCc3cccc(OC)c3)n2N)cc1
  -15, -0.9, 0.1, 4
- O=C1CNC(c2cccc([N+](=O)[O-])c2)N1O (configuration not stated)
  -11, -0.4, 0.0, -11
- CCC(C)Nc1nc2c(S(=O)(=O)c3ccccc3)nnn2c2ccccc12 (configuration not stated)
  8, -0.5, 0.0, 3
- Cc1cc(I)ccc1NC(=O)CSc1nc(C(F)(F)F)cc(C)c1C#N
  15, -1.2, 0.1, -8
- CC(=O)N1CCN(Cc2ccc3c(c2)CN(Cc2ccc(Cl)cc2)CCO3)CC1
  47*, 0.5, 0.1, 6
- COc1ccccc1NC(=O)c1c(N)c(C(=O)c2ccc(Cl)cc2)n2ccccc12
  10, -0.9, 0.1, 8

# Rewritten with bars between the fields: 12 of the compounds above.
SMILES | TEAD-YAP inh | GPR151 ag | FBW7 act | MITF primary
O=C(NCCO)c1ccc2nc(NCc3ccc4c(c3)OCO4)sc2c1 | -15 | 0.5 | 0.0 | 3
Cc1cccc(C=Nc2ccc3[nH]ncc3c2)c1O | 9 | 0.0 | -0.6 | 5
COc1ccc2[nH]c3c(c2c1)CCCC3O (configuration not stated) | 12 | 3.7 | -0.1 | -3
COc1ccc(CNC(=O)c2c[nH]c3c(c(C)nn3-c3ccccc3)c2=O)cc1 | -4 | -0.8 | 0.2 | -7
CC(C)(C)n1ncc2c(=O)n(CC(=O)Nc3cccc4ccccc34)cnc21 | -3 | 1.0 | 1.1 | 6
COCCCNC(=O)/C=C/c1c(Cl)cccc1Cl | -11 | -0.1 | -0.1 | -15
Cc1nn(-c2ccccc2)c(N)c1-c1ccccc1 | -29 | -1.2 | 0.0 | 2
COc1ccc(OC)c(-n2c(CNC(=O)c3cccs3)nnc2SCC(=O)Nc2nnc(C)s2)c1 | -14 | 1.4 | -0.1 | -6
COC(=O)c1ccc(CN2CC[C@H]3[C@H](CCC(=O)N3Cc3ccc(OC)cc3)C2)cc1 | -3 | 1.1 | -0.1 | 2
CCOc1ccc(-c2nnc(SCc3cccc(OC)c3)n2N)cc1 | -15 | -0.9 | 0.1 | 4
O=C1CNC(c2cccc([N+](=O)[O-])c2)N1O (configuration not stated) | -11 | -0.4 | 0.0 | -11
CCC(C)Nc1nc2c(S(=O)(=O)c3ccccc3)nnn2c2ccccc12 (configuration not stated) | 8 | -0.5 | 0.0 | 3
